Screening results as filed in PubChem BioAssay.
RGS4 inhibitor – Inhibitors of Regulator of G Protein Signaling (RGS) 4: qHTS. 0.039% of 390,000 active. Transcreener GDP fluorescence polarization, RGS4-accelerated GTP hydrolysis. Potency, µM (highest dose often 114 µM), without a hit: top-dose activity change, negative = inhibition, most hits filed as inhibitors. Regulator of G-protein signaling 4 (Homo sapiens), P49798; note: % is set by controls: 0 for no effect and ±100 for the full control effect; nearly all actives have a fitted effect of over 75% in size; some results filed as inactive show a strong effect at the top dose
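MLSMR compounds (23 nl, pin-transferred) preincubated 10 min at room temperature with a 500nM (2x) first reagent, then RGS4 at 900nM (2x) plus Transcreener GDP mix added; fluorescence polarization (620/688 nm) read before and after 90 min at 30 °C.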
GLS inh – qHTS for Inhibitors of Glutaminase (GLS) | Glutaminase kidney isoform, mitochondrial (Homo sapiens), O94925 | GLS enzymatic activity, qHTS titration | Potency, µM (top dose mostly 45.5 µM), for the others: top-dose activity change, negative = inhibition, usual class: inhibitors | 0.21% of 410,000 active | AID 624170, 2012; note: % is set by controls: 0 for no effect and ±100 for the full control effect
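Coupled fluorescence readout: glutamate oxidase/HRP/Amplex Red detect glutamate formed by hKGA from L-glutamine (1 mM solution added). Buffer 45 mM KH2PO4 pH 8.2, 0.02% Tween-20; reads at t0 and 30 min RT.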
Pin1 inhibitor – qHTS Assay to Find Inhibitors of Pin1; Pin1 FP peptide displacement, HiFluor488, 10 min; 0.009% of 390,000 active; AID 504891, 2011; Potency, µM (series often up to 115 µM), inactives show at the highest dose activity, negative = inhibition, hits mostly inhibitors; Peptidyl-prolyl cis-trans isomerase NIMA-interacting 1 (Homo sapiens), Q13526; active = well fitted inhibition curve with a large enough effect in the polarisation, with a control signal flat, not every such curve was filed as active; inconclusive = small, poorly fitted or top-dose-only effect, or effect the other way, or a change in a side signal; inactive = no such curve, though single readings can be large or run the other way; the % refers to the polarisation; note: % is set by controls: 0 for no effect and ±100 for the full control effect
HP1b chromo inh – HTS for Inhibitors of HP1-beta Chromodomain Interactions with Methylated Histone Tails; AlphaScreen HP1-beta / biotin-H3K9me3 peptide binding; 0.56% of 390,000 active; Potency, µM (highest dose often 114 µM), inactives show at the top dose activity change, negative = inhibition, usual class: inhibitors; AID 540317, 2011; note: nearly all actives have a fitted effect of over 70% in size; inactives centre near 23
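HP1-beta protein (50 nM final) preincubated 30 min at room temperature with biotinylated H3(1-18)K9me3 peptide (50 nM) in PBS pH 7.4, 0.01% Tween-20, then compound added for 30 min. AlphaScreen streptavidin donor/nickel chelate acceptor beads (10 ug/mL final), 30 min dark, luminescence read.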
ALOX12 inh – Primary qHTS assay for inhibitors of human arachidonate 12S-lipoxygenase (ALOX12): Round 2; purified 12hLO, xylenol orange hydroperoxide absorbance; 1.1% of 580,000 active; Potency, µM (doses to about 108 µM), for the others: at the top dose activity change, negative = inhibition, usual class: inhibitors; note: % is set by controls: 0 for no effect and ±100 for the full control effect
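Purified human 12hLO at 150 nM in 25 mM Hepes, 0.01% Triton X-100, pH 7.0, preincubated 15 min at room temperature with compound. Reaction started with 40 uM arachidonic acid, 30 min at room temperature. Hydroperoxide measured by Fe-xylenol orange, 573/405 nm absorbance ratio.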
ERG Ets-DNA blk – qHTS for Small Molecule Inhibitors of the ERG Ets/DNA interaction. Transcriptional regulator ERG (Homo sapiens), P11308. fluorescence polarization, His-ERG Ets domain / labelled DNA. Potency, µM (series often up to 76.9 µM), for the others: at the top dose FP activity, negative = inhibition, hits mostly inhibitors. 0.028% of 370,000 active; active = well fitted inhibition curve with a large enough effect in the polarisation, with a control signal flat; inconclusive = small, poorly fitted or top-dose-only effect, or effect the other way, or a change in a side signal; inactive = no such curve, though single readings can be large or run the other way; the % refers to the polarisation;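 note: polarization taken with two DNA probes labelled with fluorescein and Texas red; % of control where 0% means no effect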
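His-tagged ERG Ets domain (1 uM in the protein solution; 300mM KCl, 50mM Tris-HCl, 1mM EDTA, 1mM DTT, pH 7.5) received compound, then a probe mix of 5 nM fluorescein-DNA and 100nM Texas-615-DNA. Fluorescence polarization was read for both dyes.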
Tb PGK inh – qHTS Assay to Find Inhibitors of Phosphoglycerate Kinase; Phosphoglycerate kinase, glycosomal (Trypanosoma brucei brucei), P07378; PGK/GAPDH coupled, Kinase-Glo luminescence, 60 min; Potency, µM (titrated, usually from 57.5 µM), without a hit: top-dose activity change, negative = inhibition, usual class: inhibitors; 0.043% of 380,000 active; AID 602233, 2012; note: % is set by controls: 0 for no effect and ±100 for the full control effect; nearly all actives have a fitted effect of over 60% in size
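Recombinant glycosomal PGK reaction used 1,3-bisphosphoglycerate generated in-well by GAPDH (100nM final) in 100mM TEA pH 7.6, 5mM MgCl2, 0.01% Tween-20. After 60 minutes at room temperature, ATP was read by Kinase-Glo Plus luminescence end-point.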
JMJD2A Tudor – qHTS Assay for Inhibitors of JMJD2A-Tudor Domain; AlphaScreen JMJD2A-Tudor / H3K4me3 peptide binding; Potency, µM (highest dose often 114 µM), for inactives: at the highest dose activity change, negative = inhibition, actives largely listed as inhibitors; Lysine-specific demethylase 4A (Homo sapiens), O75164; AID 504339, 2011; 4.4% of 390,000 active; note: % is set by controls: 0 for no effect and ±100 for the full control effect; nearly all actives have a fitted effect of over 50% in size
Target sequence (O75164 whole entry, looked up, the tested form may be a part): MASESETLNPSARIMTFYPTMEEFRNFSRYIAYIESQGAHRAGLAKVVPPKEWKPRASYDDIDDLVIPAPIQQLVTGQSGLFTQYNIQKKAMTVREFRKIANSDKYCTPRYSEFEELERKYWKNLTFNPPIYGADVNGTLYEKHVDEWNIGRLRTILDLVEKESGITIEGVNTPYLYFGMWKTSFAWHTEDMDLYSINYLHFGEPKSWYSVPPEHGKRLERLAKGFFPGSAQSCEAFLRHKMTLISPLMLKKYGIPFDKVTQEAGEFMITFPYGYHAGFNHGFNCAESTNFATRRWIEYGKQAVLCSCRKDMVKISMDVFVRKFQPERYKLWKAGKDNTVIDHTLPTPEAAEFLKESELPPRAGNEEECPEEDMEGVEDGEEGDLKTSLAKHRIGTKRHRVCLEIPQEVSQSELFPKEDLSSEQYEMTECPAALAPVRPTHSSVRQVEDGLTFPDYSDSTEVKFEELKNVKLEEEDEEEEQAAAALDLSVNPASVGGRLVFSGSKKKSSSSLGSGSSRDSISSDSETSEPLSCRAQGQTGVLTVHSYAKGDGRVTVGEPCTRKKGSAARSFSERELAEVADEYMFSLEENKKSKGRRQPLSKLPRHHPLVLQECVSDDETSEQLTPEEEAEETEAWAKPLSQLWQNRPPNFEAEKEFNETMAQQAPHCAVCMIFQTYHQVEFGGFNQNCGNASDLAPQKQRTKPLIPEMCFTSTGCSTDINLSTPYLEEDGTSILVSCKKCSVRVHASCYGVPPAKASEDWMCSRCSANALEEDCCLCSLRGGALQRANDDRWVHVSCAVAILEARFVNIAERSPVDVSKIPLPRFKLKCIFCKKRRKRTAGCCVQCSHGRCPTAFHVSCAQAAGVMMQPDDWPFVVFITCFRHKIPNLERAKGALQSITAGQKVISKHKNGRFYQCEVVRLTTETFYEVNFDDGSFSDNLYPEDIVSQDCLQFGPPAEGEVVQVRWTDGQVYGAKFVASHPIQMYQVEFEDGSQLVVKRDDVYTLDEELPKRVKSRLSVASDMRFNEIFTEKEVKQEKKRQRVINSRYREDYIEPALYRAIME
rTrxR1 inhibitor – qHTS Assay for Inhibitors of Mammalian Selenoprotein Thioredoxin Reductase 1 (TrxR1): qHTS | Thioredoxin reductase 1, cytoplasmic (Rattus norvegicus), O89049 | recombinant rTrxR1, NADPH fluorescence consumption, selenite substrate | 1% of 390,000 active | Potency, µM (series often up to 114 µM), inactives show at the top dose activity change, negative = inhibition, actives largely listed as inhibitors; note: % is set by controls: 0 for no effect and ±100 for the full control effect; nearly all actives have a fitted effect of over 65% in size
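Rat TrxR1 (90 nM in the dispensed reagent) was pre-reduced with 400 uM NADPH for 5 min at room temperature, then incubated with compound for 15 min. After 400 uM selenite was added, NADPH fluorescence (Ex 340/Em 450 nm) was followed for 8 min.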
Numbers without * were called inactive; i = inactive; ? = inconclusive; · = no result given; [ ] = remark or other dose. Unless noted, calls come from the whole dose curve; as a rule, active = well fitted curve in the direction sought with a large enough effect; inconclusive = small, poorly fitted or top-dose-only effect, or another doubt; inactive = no such curve, though single readings can be large; an effect the other way counts as inactive or inconclusive. Potency is the fitted concentration of half-maximal effect. Some of the compounds tested. The share of hits here may be higher or lower than overall.

SMILES | RGS4 inhibitor | GLS inh | Pin1 inhibitor | HP1b chromo inh | ALOX12 inh | ERG Ets-DNA blk | Tb PGK inh | JMJD2A Tudor | rTrxR1 inhibitor
Cc1c(=O)n(OCc2ccccc2F)c2ccccc2[n+]1[O-] | -14.2% | 1.3% | 2.3% | 17.7% | ? | 10.7% | -7.1% | -17.2% | -9.4%
NCCCC[C@@H](C(=O)N1CCNCC1)n1cc([C@@H](N)CC(N)=O)nn1 | -9.0% | 1.5% | 0.4% | 17.4% | 1.2% | -9.0% | -7.3% | -30.8% | 19.5%[57.1 µM]
CCOc1ccccc1CNCCO | 8.4% | -3.3% | 2.6% | 26.0% | 0.0% | -0.9% | 2.2% | -11.1% | 0.0%[57.1 µM]
CCNC(=O)CSc1nc2ccccc2c(=O)n1CCCOC(C)C | -6.2% | 4.3% | 2.9% | 38.1%[activator] | 0.0% | 0.5% | 6.8% | -16.2% | 4.2%
CN1CCSc2ccc(C(=O)Nc3cc(F)ccc3F)cc21 | -24.4%[56.9 µM] | -3.2% | -3.2% | 84.4%[activator] | -4.2% | 1.9% | -14.2% | -13.5% | 9.0%
Cc1ccc(NS(=O)(=O)c2ccc(C(C)C)cc2)cc1S(=O)(=O)N1CCOCC1 | -26.8% | -1.7% | 52.4%[activator] | 51.1%[activator] | 12.4% | 11.2% | i | -13.0% | 14.4%
CCn1ccnc1CNC(=O)c1ccc2oc(C(C)C)nc2c1 | -0.3% | 4.1% | -5.1% | 15.7% | 14.1% | 2.2% | -2.6% | -12.9% | -1.3%
CCOc1ccccc1/C=N/NC(=O)c1cc(C(C)C)[nH]n1 | -13.3% | -2.0% | -9.3% | 36.7%[activator] | -27.0% | -11.3% | -3.6% | -15.4% | -20.2%
C/C(Cl)=C\Cn1c(NCCc2ccccc2)nc2c1c(=O)n(C)c(=O)n2C | -13.5% | 5.3% | -5.4% | 8.9% | -6.1% | · | · | -31.4% | 13.7%
O=C(OCC(=O)N1CCCC1)c1cncc(Br)c1 | 4.6% | 7.6% | -0.8% | 23.8% | -17.7% | 0.7% | -1.8% | -0.3% | -10.5%
O=C(O)C1CC(=O)N(CCc2c[nH]c3ccccc23)C1 (stereo not given) | 4.2%[11.4 µM] | 17.5% | -2.5% | 32.6% | 0.0% | 5.8% | -7.8% | -0.8%[57.1 µM] | 20.4%[57.1 µM]
Cc1ccc(-c2csc3ncnc(Oc4ccc5c(C)cc(=O)oc5c4)c23)cc1 | -19.6% | 3.2% | 84.9%[activator] | 18.0% | 15.4% | 3.5% | -12.5% | -16.0% | -6.0%
O=C1OC(NC(=O)c2ccccc2)C(N2CCOCC2)=C1Cl (stereo not given) | -34.7% | -13.7% | 4.1% | 27.2% | -9.0% | 0.2% | -0.3% | -15.3% | 3.2%
COc1ccc(CCNC(=O)CCc2ccc(S(=O)(=O)NC(C)C)cc2)cc1 | -15.4% | -1.2% | -0.6% | 31.6% | 11.8% | · | 2.8% | -7.6% | 12.0%
CCOCCCNC(C(=O)Nc1ccc(OC)c(Cl)c1)c1ccccc1 (stereo not given) | -19.9% | 1.8% | -1.4% | 33.8% | 1.3% | 13.9% | -3.4% | -6.1% | 7.7%
COc1ccc(C(=O)N2CCCC(Nc3ccc(C(C)C)cc3)C2)c(OC)n1 (stereo not given) | -4.3% | 0.4% | -6.4% | -2.4% | ? | 3.6% | -0.6% | ? | -16.0%
N[C@@H](Cc1ccccc1)c1nnc2sc(SCc3ccccc3)nn12 | -23.1% | -5.3% | 0.9% | 71.0%[activator] | ? | -3.2% | -3.9% | ? | -17.3%
C/C(CC(=O)Nc1ccc(N(C)C)cc1)=N\NC(=O)c1ccc(Cl)cc1 | -17.5% | 64.4%[activator] | 1.4% | 3.4% | 3.6% | 4.5% | -3.7% | ? | -7.3%
Cc1ccc(F)cc1NC(=O)CSc1nc(Nc2ccccc2)nc(N2CCOCC2)n1 | 16.0% | 8.5% | -3.6% | 38.5% | -13.5% | -3.3% | 12.2% | -4.8% | 3.7%
O=C(c1ccc(Cl)cc1)c1c[nH]c(C(=O)C(Cl)(Cl)Cl)c1 | -28.7% | -13.1% | -4.7% | 28.4% | ? | -10.9% | -3.2% | ? | -15.0%
CC(C)(C)C(=O)NCCc1csc2nc(-c3ccc(F)cc3)nn12 | -4.4% | 1.5% | 1.6% | 26.6%[57 µM] | -6.8% | -2.0% | -6.3% | 8.1% | 16.5%[57.1 µM]
CCC(=O)c1ccc(NC(C)=O)cc1O | 10.5% | -0.1% | -2.3% | 36.8%[activator] | 140.9%[activator] | 2.0% | -1.9% | 1.3% | ?
CN(C)S(=O)(=O)N(CC(=O)NCCSCc1ccc(Cl)cc1Cl)c1ccccc1 | -1.7% | -10.7% | 11.6% | 29.9% | ? | 6.4% | -3.4% | -6.9% | 17.3%
O=C(Nc1cccc(-c2nnc(-c3ccccc3)o2)c1)C1CC1 | -23.3% | -16.0% | 7.0% | 35.3% | -14.0% | -6.6% | 5.5% | -1.0% | 14.0%[57.1 µM]
COc1ccccc1N1CCN(C(=O)CN(c2ccccc2OC)S(=O)(=O)c2ccccc2)CC1 | -8.4% | 29.4% | 1.1% | -3.4% | -34.7% | 6.6% | -2.1% | -35.4% | 0.5%
CCN(C(=O)CSc1nc(C)nc2sc(C)c(C)c12)c1ccc(F)cc1 | 29.1% | 1.4% | 8.7% | 34.4% | 1.8% | 1.6% | -7.3% | -6.9% | 0.7%
COc1cc2c(cc1OC)CN(S(C)(=O)=O)CC2 | 4.6% | -0.5% | 0.2% | 34.9% | -10.0% | -18.5% | i | -21.4% | 19.1%
C#CCNC(=O)/C=C/c1ccc(OC)cc1 | 2.5% | 2.9% | 4.6% | 45.5%[activator] | 9.4% | 2.7% | -3.5% | -12.8% | 0.9%
COc1cccc(C2=NN(C(C)=O)C(c3cn(-c4ccccc4)nc3-c3cccs3)C2)c1 (stereo not given) | -9.9% | 9.7% | -3.0% | 25.1% | -4.1% | -1.7% | 3.3% | 3.7% | 8.2%
COC(=O)c1sccc1NC(=S)OC | -6.2% | -2.5% | -8.3% | 20.6% | 71.8%[activator] | -12.2% | -25.8% | 5.7% | 27.2%[11.4 µM]
O=C(C1CC(c2ccccc2O)=NO1)N1CCCC1 (stereo not given) | -8.2% | 28.5% | -2.3% | 0.0% | ? | · | 3.4% | ? | 6.6%
Cc1cc(NC(=O)Cn2cnc3sc(C)c(-c4ccccc4)c3c2=O)no1 | 18.2% | 14.4% | 19.1% | 14.2% | 0.0% | 7.4% | 3.2% | -14.0% | -4.0%
CCOC(=O)C1=C(COC(=O)CSc2ccc(C)cc2)NC(=O)NC1C (stereo not given) | 7.7% | -1.1% | 2.0% | 37.4% | 40.6% | 8.0% | 6.5% | -10.8% | 9.1%
CC1CCCCN1C(=O)CCS(=O)(=O)c1cccc2nonc12 (stereo not given) | 24.5% | 1.2% | 3.4% | 19.4% | 6.4% | 2.0% | 6.1% | -9.8% | -47.4%
COc1ccc(Cl)c2sc(N(Cc3cccnc3)C(C)=O)nc12 | -12.6% | -3.1% | 0.0% | 31.5% | -6.5% | 6.7% | -7.2% | -6.0% | 36.9%[activator]
COc1cc(OC)cc(C(=O)Nc2ccc(S(=O)(=O)Nc3nc(C)cc(C)n3)cc2)c1 | 21.7% | -9.1% | 7.8% | 13.8% | -11.9% | 6.6% | -0.6% | -10.1% | 12.3%[57.1 µM]
CCCCN1C(=O)C(O)(CC(=O)c2ccccn2)c2ccccc21 (stereo not given) | -14.7% | 6.9% | -3.3% | 23.5% | -27.7% | -3.0% | -0.5% | -20.0% | -2.3%
CN1CCN(C(=O)/C(=C/c2cn(S(=O)(=O)N(C)C)c3ccccc23)NC(=O)c2ccccc2F)CC1 | 9.0% | 12.1% | ? | 14.9%[57 µM] | -1.2% | -1.5% | -0.6% | -19.4% | 15.4%
CCc1cccc2sc(N3CCN(C(=O)C4CC4)CC3)nc12 | -25.7% | 8.6% | 1.4% | 46.9%[activator] | -22.3% | 1.4% | i | -2.6% | 5.0%[57.1 µM]
COc1ccc(-c2cc(-c3ccc(OC)cc3)c(C#N)c(SC)n2)cc1 | -29.3% | -9.0% | -4.5% | 24.9% | 11.6% | 0.2% | -1.8% | 27.8% | -7.4%
Cn1c(SCC(=O)N2CCCC2=O)nc2ccccc21 | -6.0% | 0.8% | 2.5% | 24.1% | -4.1% | 2.1% | i | -14.2% | 8.8%
